# DENV2 CPE = inhibitors of DENV2 cytopathic effect, primary screen, cell-based, plate reader, single concentration; DENV2-infected cells, cytopathic effect rescue; CPE inhibition, % at 9.99 µM; hit rate 1.7% among 350,000; AID 651640, 2012; in the data active = CPE inhibition above about 20%, passing the limit was not always enough; inconclusive = no clear call, values can overlap the other calls; tested in BHK-21 cells;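 also: 0% = median of neutral control wells and 100% = median of positive control wells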
# SIRT5 block = SIRT5 desuccinylase inhibitors, primary screen, biochemical, fluorescence imaging, single point, set 5; NAD-dependent protein deacylase sirtuin-5, mitochondrial (Homo sapiens), Q9NXA8; Purified SirT5, succinyl-peptide AMC, trypsin-coupled fluorescence; inhibition, % at 15 µM; hit rate 1.1% among 330,000; AID 652115, 2013; in the data active = inhibition above about 15%; inconclusive = no clear call, values can overlap the other calls
# S100A4 MyoIIA = inhibitors of S100A4-myosin IIA peptide binding, primary screen, biochemical, fluorescence polarization, TAMRA-MyoIIA peptide; inhibition, % at 10.7 µM; hit rate 0.14% among 360,000;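 active = mean inhibition of at least 70% across replicates, with every replicate also reaching that level; inconclusive = mean inhibition reaches 70% but some replicates fall short; inactive = mean inhibition below 70%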
#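 Compound dosing: one dose per compound; test system: human S100A4 monomer with TAMRA-labelled myosin IIA peptide; probe or stimulus: TAMRA-labelled myosin IIA heavy-chain peptide probe, 5 nM; medium: HEPES buffer with Ca2+, pH 7.2; schedule: 5 min incubation before reading; benchmarks: neutral control DMSO, positive control TFP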
# ERp5 block = inhibitors of ERp5-driven insulin aggregation, primary screen, biochemical, turbidity, absorbance 650 nm, single point; Protein disulfide-isomerase A6 (Homo sapiens), Q15084; 90 min; inhibition, % at 9.99 µM; hit rate 0.05% among 350,000; AID 651711, 2012;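 active = mean replicate inhibition above about 25%, with every replicate also reaching it, limit read from the data, passing the limit was not always enough; inconclusive = only one of those two criteria met; inactive = neither criterion met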
# Target sequence (Q15084 whole entry, looked up): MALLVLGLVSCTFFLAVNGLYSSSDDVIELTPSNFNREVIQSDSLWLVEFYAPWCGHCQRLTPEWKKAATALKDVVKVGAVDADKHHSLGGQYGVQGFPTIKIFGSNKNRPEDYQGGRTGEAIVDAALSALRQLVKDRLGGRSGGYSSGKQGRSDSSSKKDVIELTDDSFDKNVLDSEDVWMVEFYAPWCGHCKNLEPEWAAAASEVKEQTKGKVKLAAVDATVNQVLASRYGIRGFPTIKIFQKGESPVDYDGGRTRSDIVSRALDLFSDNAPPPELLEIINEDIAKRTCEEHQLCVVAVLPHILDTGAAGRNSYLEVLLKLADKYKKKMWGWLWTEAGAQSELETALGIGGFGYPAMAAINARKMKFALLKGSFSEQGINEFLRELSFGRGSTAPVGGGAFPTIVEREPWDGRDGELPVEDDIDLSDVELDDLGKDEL
# E-sel inducer = E-selectin induction in HUVECs, primary screen, imaging, HUVEC, immunofluorescence imaging, single point. P16581. normalized: neutral wells 0, TNF-alpha wells 100. activation, % at 7.58 µM. hit rate 0.37% among 260,000. AID 686992, 2013;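 active = mean E-selectin-positive cell signal at least 10% of the positive control, reached in at least 60% of replicates, without over 20% cell loss; inconclusive = no rule given, readout overlaps actives, possibly toxicity-flagged; inactive = the rest, including those meeting only one limit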;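 also: in these data hits start at about 27%; measured in HUVEC primary endothelial cells; signal is the percent of cells scored E-selectin positive by PE staining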
# Target sequence (P16581 whole entry, looked up): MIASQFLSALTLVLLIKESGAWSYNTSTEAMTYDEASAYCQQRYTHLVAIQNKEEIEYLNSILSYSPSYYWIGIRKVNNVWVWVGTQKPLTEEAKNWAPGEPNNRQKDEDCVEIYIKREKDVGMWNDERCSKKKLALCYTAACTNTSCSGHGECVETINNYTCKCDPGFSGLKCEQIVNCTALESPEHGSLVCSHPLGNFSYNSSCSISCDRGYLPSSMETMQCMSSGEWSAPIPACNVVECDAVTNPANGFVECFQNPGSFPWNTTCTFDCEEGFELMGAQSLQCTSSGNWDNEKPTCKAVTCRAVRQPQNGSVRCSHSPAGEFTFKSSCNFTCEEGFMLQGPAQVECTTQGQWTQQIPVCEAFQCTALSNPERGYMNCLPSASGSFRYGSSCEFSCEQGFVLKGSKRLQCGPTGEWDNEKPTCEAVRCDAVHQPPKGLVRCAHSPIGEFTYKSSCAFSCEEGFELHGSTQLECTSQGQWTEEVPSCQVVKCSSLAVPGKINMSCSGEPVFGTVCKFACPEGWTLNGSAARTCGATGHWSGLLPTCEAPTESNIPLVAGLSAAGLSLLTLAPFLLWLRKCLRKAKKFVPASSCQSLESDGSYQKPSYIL
#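 Material: HUVEC primary endothelial cells; Amount: 3,000 cells per well; Dosing: single concentration; Medium: EGM-2 growth medium on 0.1% gelatin-coated wells; Read-out basis: percent E-selectin-positive cells; Signal: immunofluorescence imaging; Control set: TNF-alpha, DMSO.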
# Statin myotox sup = suppressors of statin myotoxicity in C2C12 myotubes, primary screen, cell-based, single point, plate reader; AID 602340, 2012; rescue of ATP level, % at 7.49 µM; C2C12 myotubes + simvastatin, ATP luminescence, 48 h; scaled: DMSO 0, geranylgeraniol control 100; hit rate 0.78% among 330,000;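 active = mean ATP rescue above about 67%, or every replicate alone reaching that limit, limit read from the data, passing the limit was not always enough; inconclusive = no clear call, values can overlap the other calls; inactive = mean under the limit and some replicate under it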;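 also: myotubes were challenged with 10 µM simvastatin during compound exposure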
# PglD DTNB = C. jejuni PglD acetyltransferase inhibitors, primary screen, biochemical, DTNB colorimetric, single point | inhibition, % at 12.5 µM | purified PglD enzyme, DTNB colorimetric CoA detection | hit rate 0.098% among 360,000 | UDP-N-acetylbacillosamine N-acetyltransferase PglD (Campylobacter jejuni); in the data active = inhibition above about 16%, passing the limit was not always enough; inconclusive = no clear call, values can overlap the other calls; also: strong numbers were not always called active
# Active calls of the source: *; ? = inconclusive; · = no result given.
1: COc1ccc(NC(=O)C(=O)NCCC2CCCCN2S(=O)(=O)c2ccccc2)cc1 (centres undefined)
2: Cc1noc(C)c1S(=O)(=O)N(C)C[C@@H]1Oc2ccc(NS(=O)(=O)c3cccs3)cc2CC(=O)N([C@H](C)CO)C[C@@H]1C
3: O=[N+]([O-])c1cccc(-c2noc(-c3ccco3)n2)c1
4: COC(=O)C1=C(C)N(Cc2ccccc2C(F)(F)F)C(=NCc2cccc(C(F)(F)F)c2)NC1c1ccc(C(F)(F)F)cc1 (centres undefined)
5: CCCCCCCCCCCCCCCC[N+](C)(C)CC
6: Nc1nsc2ccccc12
7: O=C(O)c1ccccc1N=N/C(=N/Nc1cc(S(=O)(=O)O)ccc1O)c1ccccc1
8: CNC(=O)c1c(NC(=O)c2ccc(N3C(=O)CCC3=O)cc2)sc2c1CCCC2
9: O=C(Nc1nccs1)c1ccc(Cl)c([N+](=O)[O-])c1
10: C[C@@H]1CN([C@@H](C)CO)C(=O)c2cccc(NC(=O)c3nc4ccccc4s3)c2O[C@H]1CN(C)Cc1ccncc1

Assay by compound | 1 | 2 | 3 | 4 | 5 | 6 | 7 | 8 | 9 | 10
DENV2 CPE | 12 | 6 | 1 | 8 | -7 | 0 | 0 | 0 | -5 | -7
SIRT5 block | -1 | · | -4 | -2 | 7 | -4 | -14 | 1 | -3 | -2
S100A4 MyoIIA | -3 | -1 | 1 | -8 | 3 | 3 | -1 | -1 | 4 | 9
ERp5 block | -6 | · | -1 | -3 | 12 | 3 | -4 | 2 | -6 | -6
E-sel inducer | · | -0.3 | · | 3.7 | 1.6 | · | · | -0.5 | ? | ·
Statin myotox sup | 2 | -10 | · | · | -107 | 120* | 7 | -14 | 17 | 4
PglD DTNB | 1 | -2 | · | · | 2 | 11 | -4 | 3 | -2 | 0

11: O=C1CN(Cc2ccc(F)cc2)C[C@@H]2[C@@H](c3ccc(-c4cccnc4)cc3)[C@@H](CO)N12
12: COc1ccccc1-c1nnc(NC(=O)c2ccc3c(c2)OCO3)s1
13: CC(NC(=O)CNC(=O)c1ccco1)c1ccc(S(N)(=O)=O)cc1 (centres undefined)
14: Cc1ccc(OCc2cc(C(=O)NC(C)Cc3cccc(C)n3)no2)cn1 (centres undefined)
15: C=CCn1c(=N)n(CC(=O)c2ccc(Br)s2)c2ccccc21
16: COC(=O)[C@@H]1[C@@H](CO)[C@@H]2Cn3c(ccc(C4=CCCCC4)c3=O)[C@@H]2N1C(=O)C1CCC1
17: COc1cc(OC)cc(C(=O)NCc2nc(-c3ccccc3)no2)c1
18: CCN(CC)CCNc1nc(-c2ccco2)c2c(c1C#N)CC(C)(C)OC2
19: CCCNC(=O)C1(C)CCCN(Cc2cccc(C#N)c2)C1 (centres undefined)
20: CCOc1ccccc1N1CC(C(=O)NNC(=O)c2ccc(F)cc2)CC1=O (centres undefined)

Assay by compound | 11 | 12 | 13 | 14 | 15 | 16 | 17 | 18 | 19 | 20
DENV2 CPE | 2 | 12 | -3 | -2 | -10 | 3 | -1 | · | 3 | 12
SIRT5 block | -1 | 4 | 1 | -2 | -3 | -4 | -4 | -9 | -1 | -5
S100A4 MyoIIA | 5 | -5 | 1 | -6 | 3 | -5 | 4 | -9 | -2 | -7
ERp5 block | -3 | -1 | 4 | 0 | 3 | 2 | -8 | -1 | -3 | 5
E-sel inducer | 0.0 | 1.4 | 0.1 | · | 69* | 0.1 | · | · | -0.2 | 6.9
Statin myotox sup | · | · | 0 | 9 | -44 | -14 | -6 | 1 | -7 | 7
PglD DTNB | · | · | 1 | -2 | -7 | 5 | 4 | -3 | 2 | -4

21: COc1ccc2c(CC(=O)OCC(=O)Nc3ccc(S(N)(=O)=O)cc3)coc2c1
22: Cc1ncc([N+](=O)[O-])n1CC(=O)Nc1ccc(F)c(Cl)c1
23: O=C(c1ccc(F)cc1)N1CC(=O)N2[C@H](C1)[C@@H](c1ccc(C3=CCCC3)cc1)[C@@H]2CO
24: Cc1cc(C(=O)COC(=O)CNC(=O)c2ccc(F)cc2)c(C)n1Cc1ccco1
25: Cn1cc(C(=O)C(=O)NCCc2ccccc2)c2ccccc21
26: Cc1ccc(C)c(N2N=C(C(=O)NCCN3C(=O)S/C(=C\c4cccnc4)C3=O)CCC2=O)c1
27: C=CCOc1ccc(/C=C(\C#N)C(=O)Nc2ccccn2)cc1
28: Cc1cc(C)n2nc(S(=O)(=O)NC3CCCCC3)nc2n1
29: Cc1cccc(NC(=O)c2cc(-c3ccc(C)c(C)c3O)n[nH]2)c1
30: COc1cc(C2c3[nH]c4ccccc4c3C[C@H]3C(=O)N(C4CC4)CC(=O)N23)ccc1OC(C)C (some centres undefined)

Assay by compound | 21 | 22 | 23 | 24 | 25 | 26 | 27 | 28 | 29 | 30
DENV2 CPE | 1 | 2 | 8 | 3 | 4 | 11 | -3 | -3 | 9 | -1
SIRT5 block | 3 | 0 | -2 | 1 | 1 | 3 | -2 | -2 | -5 | 1
S100A4 MyoIIA | 0 | -4 | -3 | 0 | 1 | 5 | 1 | -3 | 4 | -4
ERp5 block | 5 | 0 | 0 | 0 | 0 | -1 | -4 | -4 | 0 | 0
E-sel inducer | 0.0 | 0.2 | 0.3 | · | · | · | · | 0.0 | 1.2 | ·
Statin myotox sup | -3 | 21 | · | · | 1 | -34 | 1 | 3 | -15 | 0
PglD DTNB | 3 | 1 | · | · | 5 | -4 | 0 | 3 | -9 | -8

31: CC1CCN(CCCN2C(=O)C3C(C(=O)Nc4ccc(Cl)cc4)C4C=CC3(O4)C2C(=O)NC2CCCCC2)CC1 (centres undefined)
32: C[C@H](CO)N1C[C@H](C)[C@@H](CN(C)C(=O)C2CC2)Oc2ncc(-c3ccc(C(=O)N(C)C)cc3)cc2C1=O
33: Cc1ccc(N2C(=O)CS(=O)(=O)CC2=O)cc1
34: O=C(Nc1ccc(F)c(F)c1)c1ccc(-n2cncn2)c([N+](=O)[O-])c1
35: COCCNC(=O)C1(C)CCCN(Cc2ccc(-c3ccccn3)cc2)C1 (centres undefined)
36: COc1cc(C(=O)NCC(=O)NCCN2C(=O)S/C(=C\c3ccccc3Cl)C2=O)cc(OC)c1OC
37: C[C@@H]1CCCCO[C@H](CN(C)C(=O)CCCN(C)C)[C@H](C)CN([C@@H](C)CO)C(=O)c2cc(NC(=O)Nc3cccc4ccccc34)ccc2O1
38: O=C(Nc1cc(C(F)(F)F)ccc1Cl)c1cccnc1
39: Nc1cc(N)nc(SCC(=O)NC(=O)NC2CCCC2)n1
40: COc1ccc(NC(=O)CCCCCN2C(=O)c3cccc([N+](=O)[O-])c3C2=O)c(OC)c1

Assay by compound | 31 | 32 | 33 | 34 | 35 | 36 | 37 | 38 | 39 | 40
DENV2 CPE | 6 | · | 3 | -5 | 6 | -4 | 0 | 0 | 1 | 8
SIRT5 block | -5 | -1 | -2 | -2 | · | 2 | 5 | -2 | -4 | -1
S100A4 MyoIIA | -2 | 13 | 51 | 14 | 0 | 8 | ? | -2 | -3 | 6
ERp5 block | 2 | 1 | -1 | 1 | -7 | -4 | -6 | 4 | -6 | -3
E-sel inducer | · | -0.2 | · | -0.8 | · | · | -0.2 | · | -0.4 | ·
Statin myotox sup | -10 | 1 | · | -20 | -3 | 7 | · | -1 | 11 | -10
PglD DTNB | 3 | 5 | -1 | -1 | 0 | -4 | -1 | -2 | 3 | -8

41: CC1=C(C)C(=O)OC(C(C)C2CCC3C4CC=C5CC(OC6OC(COC7OC(CO)C(O)C(O)C7O)C(O)C(O)C6O)CC(O)C5(C)C4CCC23C)C1 (centres undefined)
42: CO[C@@H]1CN(C)C(=O)c2ccc(NS(C)(=O)=O)cc2OC[C@@H](C)N(C(=O)CN(C)C)C[C@H]1C
43: COc1ccc(N/N=C(/C(N)=O)C2=NC(C)(C)Cc3ccccc32)cc1
44: CCOC(=O)c1csc(-c2ccc3c(c2)CCO3)n1
45: O=C(N[C@@H](Cc1c[nH]c2ccccc12)C(=O)O)C1CCN(S(=O)(=O)c2cccs2)CC1
46: Cn1c(CNC(=O)CCNC(=O)c2cccc(Cl)c2)cc(=O)n(C)c1=O
47: O=C(NCC[C@H]1CC[C@@H](NC(=O)Nc2cc(F)ccc2F)[C@H](CO)O1)Nc1ccc(F)cc1
48: CC1Oc2ccccc2N(Cc2ccc(F)cc2)C1=O (centres undefined)
49: Cc1ccc2cc(C#N)c(NCCNC(=S)NCCCN3CCOCC3)nc2c1
50: COc1ccccc1-n1cnc2c(c1=O)c1nc3ccccc3nc1n2-c1ccc(C)c(C)c1

Assay by compound | 41 | 42 | 43 | 44 | 45 | 46 | 47 | 48 | 49 | 50
DENV2 CPE | -4 | -8 | 0 | 1 | -4 | -3 | 12 | -1 | -3 | -3
SIRT5 block | · | -6 | 2 | 5 | -3 | -3 | 33* | -4 | · | 3
S100A4 MyoIIA | -2 | -5 | 5 | -1 | -6 | 0 | -13 | -4 | -1 | -7
ERp5 block | 2 | -4 | 3 | · | -5 | 2 | 1 | 3 | -6 | 5
E-sel inducer | · | -0.2 | 2.0 | · | · | · | -0.4 | -0.3 | 5.5 | ·
Statin myotox sup | -33 | 5 | · | · | 2 | 3 | 9 | 21 | · | ·
PglD DTNB | 0 | -2 | · | 0 | 2 | 0 | -2 | -1 | · | 1

51: O=C(CCCN1C(=O)/C(=C/c2cccs2)SC1=S)Nc1cccnc1
52: CCC(=O)N[C@H]1C=C[C@@H](CC(=O)OC)O[C@H]1CO
53: CCOC(=O)N1CCN(C(=O)c2ccccc2NC(C)=O)CC1
54: CC(C)(C)c1nnc(NC(=O)C2CCN(C(=O)c3ccco3)CC2)s1
55: C[C@H]1CN([C@@H](C)CO)S(=O)(=O)c2ccc(C#CC3CC3)cc2O[C@H]1CN(C)C(=O)c1ccccn1
56: Cc1ccc(NS(=O)(=O)c2cc(C(=O)N3CCN(CCO)CC3)ccc2C)cc1
57: N#CCC(=O)N1CCN(Cc2ccc3c(c2)OCO3)CC1
58: CO[C@H]1CC[C@H]2CCN(C)C(=O)[C@@H](C)N(C)C(=O)c3cc(C#N)ccc3OC[C@H]1O2
59: O=C(C[C@@H]1CC[C@@H]2[C@H](COC[C@@H](O)CN2C(=O)c2ccccc2)O1)Nc1ccccc1
60: C/C=C/c1cnc2c(c1)C(=O)N([C@H](C)CO)C[C@@H](C)[C@@H](CN(C)Cc1ccccc1)O2
61: Cc1ccc(S(=O)(=O)Nc2ccc3c(c2)C(=O)N([C@@H](C)CO)C[C@H](C)[C@@H](CN(C)C(=O)Nc2ccc4c(c2)OCO4)OCCCC[C@H](C)O3)cc1

Assay by compound | 51 | 52 | 53 | 54 | 55 | 56 | 57 | 58 | 59 | 60 | 61
DENV2 CPE | 5 | ? | -4 | -3 | 5 | -11 | -1 | -2 | 1 | -4 | -3
SIRT5 block | -2 | 5 | 1 | -2 | 30* | 2 | · | -4 | · | -1 | 6
S100A4 MyoIIA | -6 | 3 | 1 | 11 | -2 | 0 | 0 | 1 | · | 3 | -6
ERp5 block | 4 | -5 | -5 | 5 | 9 | 2 | -5 | -1 | · | -4 | -8
E-sel inducer | 22 | 0.3 | 0.2 | · | -0.4 | · | 0.1 | -0.2 | 0.0 | 1.1 | -0.2
Statin myotox sup | · | 10 | -5 | 9 | 14 | -1 | · | 8 | -10 | -3 | ·
PglD DTNB | · | -4 | -7 | -2 | 2 | -2 | 2 | 2 | -8 | -1 | -1

# Not all compounds are listed, so the mix of outcomes need not match the whole.
